Screening data: PubChem, several laboratories
MrgX1 ag: human MrgX1 receptor agonism, primary screen | 310,000 tested, 0.44% active | MrgX1-HEK293 cells, Fluo-4 calcium fluorescence, agonist mode; hits give high values | AID 588627 | B-score at 10 µM;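 active = calcium response B-score plate-corrected fluorescence ratio at least 3 library SD, with starting fluorescence B-score inside 5 SD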
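Material: MrgX1-expressing HEK293 cells / Dosing: compound as first of three additions / Incubation: overnight seeding, then 1 h dark dye loading / Signal: Fluo-4 NW calcium fluorescence / Evaluation: B-scored fluorescence response ratio / Benchmarks: positive and negative control wells on each plate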
HDAC3 inh: inhibitors of human histone deacetylase 3. O15379. recombinant HDAC3, fluorogenic peptide/trypsin coupled, fluorescence. inhibition, % at 8.3 µM. 320,000 tested, 0.15% active. AID 2718; in the data active = inhibition above about 26%, passing the limit was not always enough
RGS4 inh: inhibitors of human RGS4. P49798. HEK293 M3R/RGS4 inducible, Fluo-4 calcium flux; hits give high values; triggered by carbachol at its EC20. B-score at 10 µM. 310,000 tested, 0.45% active;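 active = B-score, a plate-corrected calcium signal, over three deviations above library mean, with baseline fluorescence within five deviations of library mean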;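 note: RGS4 expression induced by doxycycline in cells with stable M3 receptor; B-score is computed from the integrated fluorescence ratio over baseline after carbachol; higher B-score means a larger calcium signal and so more RGS4 inhibition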
Target sequence (P49798 whole entry, looked up): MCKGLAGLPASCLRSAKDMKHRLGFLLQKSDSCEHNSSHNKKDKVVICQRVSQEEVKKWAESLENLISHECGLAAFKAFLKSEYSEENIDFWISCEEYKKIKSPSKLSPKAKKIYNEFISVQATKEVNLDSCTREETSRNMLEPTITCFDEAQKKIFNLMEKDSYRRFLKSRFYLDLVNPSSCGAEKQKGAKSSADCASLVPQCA
SKKanGAS inh: inhibitors of SKKanGAS S. pyogenes growth in kanamycin (SK-promoter or general growth effect) | BacTiter-Glo, 6 h | inhibition, % at 7.5 µM | 300,000 tested, 1.3% active;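 active = mean replicate score, as percent of positive control median, at least 50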;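 note: strain carries kanamycin resistance gene driven by streptokinase promoter and grows in 40 µg/ml kanamycin; loss of luminescence reflects streptokinase promoter inhibition or plain growth inhibition; 0% = median of DMSO wells and 100% = positive control at its reference dose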
TRPC6 activator: activators of mouse TRPC6 channel | Q61143 | HEK293-TRPC6 membrane potential dye fluorescence; hits give high values | B-score at 10 µM | 310,000 tested, 0.13% active | AID 2550;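 active = B-score of the integrated fluorescence ratio above library mean plus 3 SD, and starting fluorescence ratio within library mean plus 5 SD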;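 note: higher score means more depolarization so channel activation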
Target sequence (Q61143 whole entry, looked up): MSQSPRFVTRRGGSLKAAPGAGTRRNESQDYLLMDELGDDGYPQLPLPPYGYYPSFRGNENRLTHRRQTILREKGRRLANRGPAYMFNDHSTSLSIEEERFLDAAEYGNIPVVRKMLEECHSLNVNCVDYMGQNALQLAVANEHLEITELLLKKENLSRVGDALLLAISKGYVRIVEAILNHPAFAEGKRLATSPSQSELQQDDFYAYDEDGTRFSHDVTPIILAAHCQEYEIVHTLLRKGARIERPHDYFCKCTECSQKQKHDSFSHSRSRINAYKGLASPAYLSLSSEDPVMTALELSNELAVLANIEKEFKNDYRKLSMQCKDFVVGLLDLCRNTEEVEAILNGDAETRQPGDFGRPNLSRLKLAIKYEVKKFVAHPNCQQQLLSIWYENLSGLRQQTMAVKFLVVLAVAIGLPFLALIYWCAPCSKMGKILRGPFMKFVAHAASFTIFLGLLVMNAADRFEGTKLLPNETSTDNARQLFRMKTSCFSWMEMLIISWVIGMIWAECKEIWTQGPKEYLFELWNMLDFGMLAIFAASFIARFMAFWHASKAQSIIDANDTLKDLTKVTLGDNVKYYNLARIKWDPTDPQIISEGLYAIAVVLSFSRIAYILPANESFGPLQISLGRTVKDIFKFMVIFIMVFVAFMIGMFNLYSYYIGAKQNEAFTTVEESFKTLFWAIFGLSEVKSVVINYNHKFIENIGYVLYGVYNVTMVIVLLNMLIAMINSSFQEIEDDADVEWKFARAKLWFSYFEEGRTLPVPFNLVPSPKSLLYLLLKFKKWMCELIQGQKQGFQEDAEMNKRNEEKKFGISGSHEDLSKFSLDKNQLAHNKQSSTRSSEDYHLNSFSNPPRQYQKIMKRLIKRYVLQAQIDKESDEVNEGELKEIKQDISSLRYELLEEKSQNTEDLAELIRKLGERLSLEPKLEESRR
MrgX1 allo act: allosterically activates human MrgX1 receptor signaling | B-score at 10 µM | MrgX1-HEK293, Fluo-4 calcium flux, FDSS; hits give high values | 310,000 tested, 0.63% active | Q96LB2;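 active = plate-corrected calcium response at least 3 library SD above typical, normal starting fluorescence, not activating the receptor alone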;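 note: compound read alongside a low EC10 to EC30 dose of BAM8-22 agonist; peak minus trough fluorescence over baseline measured at the second addition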
TRPC6 inhibitor: inhibitors of mouse TRPC6 channel; HEK293-TRPC6, membrane potential dye, ACh-evoked depolarization; hits give low values; B-score at 10 µM; 310,000 tested, 1.1% active; AID 2553;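 active = B-score under library mean minus 3 SD, initial fluorescence not abnormally high, positive integrated signal ratio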;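 note: B-score derived from integrated fluorescence ratio over the kinetic read; more negative B-score means stronger inhibition of depolarization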
MrgX1 antag: blocks BAM8-22 activation of human MrgX1 receptor | 310,000 tested, 1.3% active | B-score at 10 µM | Q96LB2 | MRGX1-HEK293 calcium flux, Fluo-4, BAM8-22 antagonism; hits give low values;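 active = calcium-response B-score plate-corrected more than 3 library SD below zero, starting fluorescence within 5 deviations, no agonist response on first addition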;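 note: peak minus trough fluorescence over baseline after final BAM8-22 challenge near maximal dose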
ANO1 block: inhibitors of mouse TMEM16A calcium-activated chloride channel; normalized B-score (activity score, 25-100; higher = stronger inhibition) at 10 µM; AID 588511; Q8BHY3; 310,000 tested, 1.2% active; HEK293 TMEM16A/YFP iodide influx fluorescence, ionomycin;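 active = ratio plate-corrected score three or more library SD toward inhibition, starting fluorescence score within five deviations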;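 note: score derived from kinetic fluorescence span divided by baseline fluorescence per well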
RGS4 act: potentiators or activators of RGS4. HEK293 M3R/inducible RGS4, carbachol calcium flux Fluo4; hits give low values. 310,000 tested, 0.92% active. B-score at 10 µM. AID 463111;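 active = B-score of the integrated calcium signal more than 4 SD below the library mean, with starting fluorescence not abnormally high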;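 note: negative B-score means reduced calcium response which marks RGS4 activation or potentiation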
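Test system: HEK293 cells with stable M3R and inducible RGS4; also added: carbachol at ECmax as muscarinic agonist stimulus; schedule: dye loading 30 min 37 °C, buffer rest 30 min RT; technique: kinetic calcium fluorescence imaging with Fluo4-AM dye, 2 µM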
ANO1 activ: activates or potentiates the mouse TMEM16A chloride channel | Q8BHY3 | HEK293 TMEM16A/YFP-H148Q/I152L, iodide quench fluorescence; hits give low values | B-score at 10 µM | 340,000 tested, 0.3% active;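 active = fluorescence-ratio B-score plate-corrected deviation score at least 3 library SD below zero, with starting fluorescence score within 5 deviations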;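 note: channel opened by trigger with iodide after compound preincubation; score built on the fluorescence ratio of max minus min over baseline; more negative score means more quench and so TMEM16A activation or potentiation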
The depositor's hits bear a star; i = inactive; nt = not tested or not shown. Not a hit list (roughly 6.7% active in at least one column).

SMILES	MrgX1 ag	HDAC3 inh	RGS4 inh	SKKanGAS inh	TRPC6 activator	MrgX1 allo act	TRPC6 inhibitor	MrgX1 antag	ANO1 block	RGS4 act	ANO1 activ
CCCCCNc1nc2sc3c(c2c(=O)n1-c1cccc(Cl)c1)CCN(C)C3	i	-5	i	31	i	i	-5.5*	i	i	i	i
O=c1c(O)cccc2cc(O)c(O)c(O)c12	i	4	i	6	i	i	i	i	i	i	i
Cc1ccc(-c2nc3ccccn3c2C=O)cc1	i	8	i	19	i	i	i	i	i	i	i
C/C(=N/N1CCN(Cc2cccc3ccccc23)CC1)c1ccco1	i	6	i	-6	i	i	i	i	i	i	i
CN(C)S(=O)(=O)c1cc(NC(=O)CNCc2ccccc2)ccc1Cl	i	-2	i	0	i	i	i	i	i	i	i
CNC(=O)NC(=O)Cn1nc2n(c1=O)-c1ccccc1SC2	i	-1	i	0	i	i	i	i	i	i	i
Cc1ccc(C(=O)C(NC(=O)c2ccco2)Nc2sc3c(c2C(N)=O)CCCC3)cc1 (stereo not drawn)	i	2	i	12	i	i	i	i	i	i	nt
CCOc1ccc(C2C(C(=O)c3ccco3)=C(O)C(=O)N2CCCn2ccnc2)cc1 (stereo not drawn)	nt	nt	i	-10	i	nt	i	nt	nt	i	i
O=C(Cc1ccccc1[N+](=O)[O-])OCC(=O)c1c[nH]c2ccccc12	i	11	i	-4	i	i	i	i	i	i	i
Cc1nn(C)c(C)c1/C=C(\C#N)C(N)=O	i	4	i	-15	i	i	i	i	i	i	i
COC(=O)c1ccc(NC(=S)NCCCn2ccnc2)cc1	i	-7	i	nt	i	i	i	i	i	i	i
COC(=O)c1c(NC(=O)Cc2ccccc2)sc(C)c1C	i	-3	i	24	i	i	i	i	i	i	i
O=c1cc(CN2CCN(c3ccc(F)cc3)CC2)c2cc3c(cc2o1)CCCC3	i	-2	i	-4	i	i	i	i	i	i	i
CCOC(=O)/C=c1\s/c(=C\c2sccc2C)c(=O)n1CC(=O)NCc1ccc(C)cc1	i	2	i	-4	i	i	i	i	i	i	nt
Cc1ccc(OCc2cc(C(=O)N3CCN(C4CCCC4)CC3)no2)cc1C	i	0	i	-2	i	i	i	i	i	i	i
Cc1cc2c(n1-c1ccc(C(N)=O)cc1)CC(C)(C)CC2=O	i	-8	i	1	i	i	i	i	i	i	i
O=C(CNS(=O)(=O)N1CCOCC1)N/N=C/c1cccnc1	i	-2	i	1	i	i	i	i	i	i	i
Cc1cc(NC(=O)c2ccco2)ccc1NC(=O)c1ccco1	nt	nt	i	10	i	nt	i	nt	nt	i	i
CC(C)NC(=O)CN(Cc1ccccc1)S(=O)(=O)c1ccccc1	i	3	i	0	i	i	i	i	i	i	i
COc1ccc2[nH]c(C(=O)NCc3ccccc3)c(C)c2c1	i	-4	i	0	i	i	i	i	i	i	i
CCOC(=O)CNc1c(-c2ccc(O)cc2)nc2ccccn12	i	-40	i	27	i	i	i	i	i	i	nt
c1ccc(COc2ccc(OCCCNC3CCCC3)cc2)cc1	i	-3	i	16	i	i	i	i	i	i	i
CC(C)CC1NC(=O)N(CC(=O)N2CCCc3ccccc32)C1=O (stereo not drawn)	i	-3	i	-3	i	i	i	i	i	i	i
CCOC(=O)C(=CNc1ccc(C(F)(F)F)cc1Cl)C(=O)OCC	i	8	i	-7	i	i	i	i	i	i	i
O=C(O)c1ccc(NS(=O)(=O)c2ccc(Cl)c(Cl)c2)cc1O	i	2	i	15	i	i	i	i	i	i	i
(cont.)
SMILES	MrgX1 ag	HDAC3 inh	RGS4 inh	SKKanGAS inh	TRPC6 activator	MrgX1 allo act	TRPC6 inhibitor	MrgX1 antag	ANO1 block	RGS4 act	ANO1 activ
O=C(OCC(=O)N1CCCCCC1)c1ccc(S(=O)(=O)N2CCOCC2)cc1	i	9	i	-5	i	i	i	i	i	i	i
Cc1[nH]nc2c1C(c1cccs1)C1=C(CCCC1=O)N2 (stereo not drawn)	i	-2	i	4	i	i	i	i	i	i	i
COc1cccc2cc(C(=O)NCc3ccc(C)cc3)c(=N)oc12	i	-2	i	7	i	i	i	i	i	i	i
Cc1c(NS(=O)(=O)c2cccc(C(=O)OCC(=O)N(C)C3CCCCC3)c2)c(=O)n(-c2ccccc2)n1C	i	-3	i	2	i	i	i	i	i	i	i
O=C(OCc1ccco1)c1cccnc1	i	4	i	-1	i	i	i	i	i	i	i
Cc1cc(CN2CCCC(C(=O)Nc3cccc(-n4cccn4)c3)C2)cc(C)c1O (stereo not drawn)	i	5	i	2	i	i	i	i	i	i	i
O=C(CSc1nc2c(c(=O)n1-c1ccc(Cl)cc1)SCC2)NCC1CCCO1 (stereo not drawn)	i	4	i	3	i	i	i	i	i	i	i
CCOC(=O)c1ccc(NC(=O)CSc2nnc(Cn3c(=O)sc4ccccc43)n2C)cc1	i	3	i	4	i	i	i	i	i	i	i
COc1cc(/C=N/NS(=O)(=O)c2ccc(C)cc2)ccc1OCc1cccc(C(=O)O)c1	i	0	i	11	i	i	i	i	i	i	i
O=C(NC1CCCCC1)C(c1ccco1)N(C(=O)C(F)(F)F)C1CC1 (stereo not drawn)	i	5	i	-11	i	i	i	i	i	i	-5.9*
O=C1NC2=C(C(=O)CCC2)C(c2ccccc2)N1 (stereo not drawn)	i	3	i	10	i	i	i	i	i	i	i
CCCCC(CC)C(=O)Nc1cc(C(=O)NCc2ccc(C)cc2)ccc1N1CCC2(CC1)CC(c1cccc(Br)c1)=NO2 (stereo not drawn)	i	3	nt	nt	nt	i	nt	i	i	nt	i
O=C(Cn1c(-c2ccccc2)c[n+]2ccsc12)c1ccccc1	i	-2	i	-1	i	i	-5.3*	i	i	i	i
CC1=C(C(=O)OCc2ccccc2)C(c2cccc([N+](=O)[O-])c2)NC(=O)N1C (stereo not drawn)	i	9	i	1	i	i	i	i	i	i	i
Cn1c(=O)oc2cc(S(=O)(=O)NCCC(=O)Nc3ccc4c(c3)OCCO4)ccc21	i	-2	i	-4	i	i	i	i	i	i	i
Cc1cc(C)cc(C(=O)N(NC(=O)Nc2ccc(Cl)cc2)C(C)(C)C)c1	i	1	i	-17	i	i	i	i	i	i	i
CN(CC(=O)Nc1ccc(Cl)c(C(F)(F)F)c1)C(=O)Cc1cccs1	i	-1	i	12	i	i	i	i	i	i	i
CN(C)C1(CNC(=O)C2CCC(=O)N(Cc3ccc(Cl)cc3)C2)CCCCC1 (stereo not drawn)	i	3	i	-4	i	i	i	i	i	i	i
Clc1ccc(SCCOCCN2CCCCCC2)cc1	i	-5	i	-4	i	i	i	i	i	i	i
O=C(CCNS(=O)(=O)c1cccs1)Nc1nccs1	i	-3	i	-3	i	i	i	i	i	i	i
CN1/C(=C\C=[N+](C)c2ccccc2)C(C)(C)c2ccccc21	i	6	i	-1	i	i	i	i	i	i	i
Cc1ccc(NCN2C(=O)C3C4CCC(C4)C3C2=O)cc1 (stereo not drawn)	i	4	i	-3	i	i	i	i	i	i	nt
COc1cc(NC(=O)CSc2nc3ccccc3cc2Cc2ccccc2)cc(OC)c1	i	-2	i	12	i	i	i	i	i	i	i
Cc1ccc(NC(=O)CSCC(=O)N2CCCc3ccccc32)cc1	i	0	i	0	i	i	i	i	i	i	i
CCC(C)N(C(=O)COC(=O)C1C(C(=O)OC)=C(C)NC(C)=C1C(=O)OC)C1CCS(=O)(=O)C1 (stereo not drawn)	i	0	i	5	i	i	i	i	i	i	i
Additional records follow:
SMILES	MrgX1 ag	HDAC3 inh	RGS4 inh	SKKanGAS inh	TRPC6 activator	MrgX1 allo act	TRPC6 inhibitor	MrgX1 antag	ANO1 block	RGS4 act	ANO1 activ
CCn1cc(CN2CCC(n3nccc3NC(=O)c3cccc(F)c3)CC2)cn1	i	0	i	5	i	i	i	i	i	i	i
Cc1ccnc(NC(=O)CCC(=O)N(CC(=O)NCc2ccccc2)Cc2ccccc2)c1	i	-1	i	-1	i	i	i	i	i	i	i
COc1ccc(C)cc1N(C(=O)c1ccco1)C(C(=O)NC1CCCC1)c1ccc(N2CCOCC2)cc1 (stereo not drawn)	i	-3	i	5	i	i	i	i	i	i	i
CCOC(=O)c1cccc(NC(=O)CSc2nnc(COc3ccccc3)n2CC)c1	i	4	i	9	i	i	i	i	i	i	i
COc1ccc(S(=O)(=O)NC(C)C(=O)NCc2cccnc2)cc1OC (stereo not drawn)	i	-2	i	-5	i	i	i	i	i	i	i
COc1cccc(-c2nc(C(N)=O)c3[nH]c(=O)n(-c4ccccc4)c3n2)c1OC	i	-6	i	3	i	i	i	i	i	i	i
N=C1/C(=C\c2coc3ccccc3c2=O)C(=O)N=C2SC=CN12	i	5	i	20	26*	i	-8*	i	i	i	i
CN1OCC(S(=O)(=O)c2ccccc2)C1c1ccccc1 (stereo not drawn)	i	-1	i	-5	i	i	i	i	i	i	i
CN1CCC(OC(=O)COc2ccc(Br)cc2)CC1	i	1	i	-2	i	i	-5.5*	i	i	-7.5*	i
COc1cc(NC(=O)C2=C(N3CCOCC3)/C(=C\c3ccc(Br)cc3)CC2)cc(OC)c1OC	i	13	i	41	i	i	i	i	i	i	i
O=C(O)c1cc(=O)c2cc(Cl)ccc2o1	i	-6	i	5	i	i	i	i	i	i	i
CCOC(=O)N1CCN(C(=O)COc2cc(=O)n(C)c3ccccc23)CC1	i	-9	i	11	i	i	i	i	25*	i	i
O=[N+]([O-])c1cccc(S(=O)(=O)NCCc2ccccc2)c1	i	-6	i	1	i	i	i	i	i	i	i
O=C(CCc1n[nH]c(=O)[nH]c1=O)Nc1cccc([N+](=O)[O-])c1	i	1	i	3	i	i	i	i	i	i	i
COc1ccc(CCN2C(=NC(C)=O)SC3CS(=O)(=O)CC32)cc1OC (stereo not drawn)	i	-17	i	-20	i	i	i	i	i	i	i
CCCCOCCCn1c(-c2ccco2)nc2nc3ccccc3nc21	i	-2	i	1	i	i	i	i	i	i	i
CCC(C)(C)NC(=O)/C=C/c1cc(OC)c(OC)c(S(=O)(=O)N2CCc3ccccc32)c1	i	6	i	-10	i	i	i	i	i	i	i
O=C(Cn1nnc(-c2ccc(S(=O)(=O)N3CCCC3)cc2)n1)Nc1ccccc1-n1cccc1	i	3	i	2	i	i	i	i	i	i	i
Cc1ccc(S(=O)(=O)N2CCN=C2SCc2ccc(Cl)c(Cl)c2)cc1	i	-1	i	-7	i	i	i	i	i	i	i
